# From PubChem BioAssay
# CXCR6 inh = blocks human CXCR6 beta-arrestin recruitment; O00574; CHO-K1 PathHunter CXCR6 beta-arrestin, luminescence; inhibition, % at 20 µM; 0.36% of 360,000 active; AID 602244; in the data active = inhibition above about 34%, passing the limit was not always enough;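 also: antagonist mode with CXCL16 agonist at 10 nM final; 0% = 10 nM CXCL16 with DMSO and 100% = unstimulated wells without agonist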
# EBI2 antag = EBI2 (human) antagonism; P32249; EBI2 beta-arrestin recruitment, luminescence, 7a,25-OHC stimulated; inhibition, % at 5 µM; 0.81% of 360,000 active; AID 651636; in the data active = inhibition above about 38%;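 also: enzyme fragment complementation signal reports receptor beta-arrestin coupling in cells; 0% = agonist plus DMSO wells and 100% = wells without agonist; some results beyond the cut were filed as inactive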
# CCR6 antagonist = blocks CCL20-driven beta-arrestin recruitment at human CCR6; CHO-K1 CCR6 PathHunter beta-arrestin, luminescence, CCL20-stimulated; AID 493098; P51684; inhibition, % at 20 µM; 0.49% of 340,000 active;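 active = compounds whose inhibition of the agonist-driven luminescence signal at 20 µM reaches about 50%, limit read from the data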;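 also: cells stimulated with CCL20 at 14 nM final; plate controls were DMSO with CCL20 for no effect and DMSO without agonist for full effect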
# Mdm2 MdmX PPI = human Mdm2/MdmX binding inhibition; SaOS-2 split-luciferase Mdm2/MdmX complementation, luminescence; inhibition, % at 8 µM; 3% of 330,000 active;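 active = inhibition of at least 50% at 8 µM in the primary screen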
# Target sequence (O15151 whole entry, looked up): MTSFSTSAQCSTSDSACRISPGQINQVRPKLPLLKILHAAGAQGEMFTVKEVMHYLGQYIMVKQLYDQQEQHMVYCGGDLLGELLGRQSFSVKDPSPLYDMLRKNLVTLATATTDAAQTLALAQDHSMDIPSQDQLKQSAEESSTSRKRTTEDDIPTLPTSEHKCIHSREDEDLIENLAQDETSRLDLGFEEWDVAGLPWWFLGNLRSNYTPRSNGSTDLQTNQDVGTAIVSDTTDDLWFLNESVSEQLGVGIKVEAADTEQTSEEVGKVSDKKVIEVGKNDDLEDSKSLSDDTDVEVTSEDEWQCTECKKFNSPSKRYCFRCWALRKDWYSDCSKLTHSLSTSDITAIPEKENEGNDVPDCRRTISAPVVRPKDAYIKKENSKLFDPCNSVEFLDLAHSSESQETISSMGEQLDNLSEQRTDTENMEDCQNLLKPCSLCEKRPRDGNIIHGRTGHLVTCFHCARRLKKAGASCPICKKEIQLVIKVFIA
# Target sequence (Q00987 whole entry, looked up): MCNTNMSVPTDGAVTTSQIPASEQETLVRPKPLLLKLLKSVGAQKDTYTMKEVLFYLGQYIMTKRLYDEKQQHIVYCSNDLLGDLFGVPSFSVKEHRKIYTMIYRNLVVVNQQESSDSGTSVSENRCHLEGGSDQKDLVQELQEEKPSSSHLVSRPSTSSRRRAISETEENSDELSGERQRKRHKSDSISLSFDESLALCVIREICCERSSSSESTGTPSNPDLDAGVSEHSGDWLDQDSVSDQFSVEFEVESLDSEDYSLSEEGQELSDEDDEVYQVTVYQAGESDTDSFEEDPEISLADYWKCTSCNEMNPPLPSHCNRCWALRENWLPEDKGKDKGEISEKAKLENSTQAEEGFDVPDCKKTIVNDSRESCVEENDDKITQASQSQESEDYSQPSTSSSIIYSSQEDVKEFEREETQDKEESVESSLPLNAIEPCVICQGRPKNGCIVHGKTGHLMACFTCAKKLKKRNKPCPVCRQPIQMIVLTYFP
# CHOP UPR activ = apoptotic UPR (CHOP) activation; CHO-CHOP luciferase reporter, luminescence; percent of tunicamycin response over DMSO baseline; activation, % at 10 µM; 0.34% of 330,000 active; AID 449763;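 active = at 10 µM dose, activation of 40% or more, normalized to positive control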;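 also: 100% = tunicamycin at 10 µg/mL and 0% = DMSO alone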
#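 Assay system: CHO cells with stable CHOP pathway luciferase reporter; Buffer or medium: F12 plus 10% serum; Times: 16-18 h cell attachment, then 6 h compound exposure, 37 °C; Signal: luciferase luminescence; Read-out basis: percent activation relative to tunicamycin control; Control set: tunicamycin high control, DMSO low control.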
# Gli-Sufu antag = antagonists of Gli-Sufu signaling | Sufu-KO-LIGHT fibroblasts, Gli luciferase reporter luminescence | 0.74% of 340,000 active | inhibition, % at 5 µM | AID 588413;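 active = inhibition above about 55%, limit read from the data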;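 also: 0% = DMSO-treated cells and 100% = wells with medium but no cells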
# XBP1 UPR activ = adaptive UPR (XBP1) activation | CHO-XBP1 luciferase reporter, IRE1-XBP1 UPR activation, luminescence; percent of tunicamycin response, DMSO as zero | activation, % at 20 µM | 0.33% of 330,000 active;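 active = versus positive control, 20 µM dose yields 30% or more activation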;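 also: 100% = tunicamycin at 10 µg/mL and 0% = DMSO only wells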
#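 Assay system: IRE1-XBP1 luciferase reporter CHO line. Input: 1000 cells/well. Buffer or medium: F12 with 10% serum. Doses: 20 µM, 1% DMSO. Times: overnight seeding at 37 °C, 6 h compound treatment at 37 °C. Technique: Steady-Glo luciferase glow luminescence, 10 min after reagent addition.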
# Jurkat NFkB inh = lowers PMA/ionomycin-induced NF-kB signal in Jurkat cells; inhibition, % at 4 µM; PMA/ionomycin-induced NF-kB luciferase reporter, luminescence; 0.53% of 330,000 active; AID 435003; in the data active = inhibition above about 50%
# 697 NFkB inh = lowers PMA/ionomycin-induced NF-kB signal in 697 B cells. 697 B-cell NF-kB luciferase reporter, 16 h. inhibition, % at 4 µM. 0.33% of 330,000 active; in the data active = inhibition above about 35%
# An asterisk follows results filed as active; . = no result given.
# The opening 4 compounds as a preview:
SMILES,Gli-Sufu antag,CCR6 antagonist,XBP1 UPR activ,CXCR6 inh,CHOP UPR activ,697 NFkB inh,Jurkat NFkB inh,EBI2 antag,Mdm2 MdmX PPI
CN1CCCC(OC(=O)CCCC(=O)OC2CCCN(C)C2)C1 (configuration not stated),1,-8,4,1,0.6,6,3,-3,5
CN(C)/C(=N\S(=O)(=O)c1ccccc1)c1ccc([N+](=O)[O-])cc1,3,13,-1,-12,3.4,-7,-1,-18,1
NC(=O)CSc1nc2c(sc3ccccc32)c(=O)n1CCCC(=O)NCC1CCCO1 (configuration not stated),-3,4,-3,-1,1.1,17,0,-4,35
O=C(O)CC1SC(=Nc2cccc(C(F)(F)F)c2)NC1=O (configuration not stated),5,5,2,-4,0.2,1,6,5,14

# The whole of this part, from the first entry:
SMILES,Gli-Sufu antag,CCR6 antagonist,XBP1 UPR activ,CXCR6 inh,CHOP UPR activ,697 NFkB inh,Jurkat NFkB inh,EBI2 antag,Mdm2 MdmX PPI
CN1CCCC(OC(=O)CCCC(=O)OC2CCCN(C)C2)C1 (configuration not stated),1,-8,4,1,0.6,6,3,-3,5
CN(C)/C(=N\S(=O)(=O)c1ccccc1)c1ccc([N+](=O)[O-])cc1,3,13,-1,-12,3.4,-7,-1,-18,1
NC(=O)CSc1nc2c(sc3ccccc32)c(=O)n1CCCC(=O)NCC1CCCO1 (configuration not stated),-3,4,-3,-1,1.1,17,0,-4,35
O=C(O)CC1SC(=Nc2cccc(C(F)(F)F)c2)NC1=O (configuration not stated),5,5,2,-4,0.2,1,6,5,14
COc1cc(C(=O)NC2CCN(Cc3nnnn3Cc3cccs3)CC2)cc(OC)c1OC,7,11,2,4,-1.2,-12,3,-19,-28
Cc1ccc2nc3c(c(N)c2c1)CCN3C,-4,16,-4,1,-1.3,7,-15,-18,-50
CCOc1nc(C)ccc1-c1noc(-c2ccco2)n1,-13,-9,1,7,2.8,-7,-20,1,-2
COc1ccc(-c2oc(=O)c3cc(OC)c(OC)cc3c2C#CCCO)cc1,11,5,4,-2,1.3,11,-9,15,37
Cc1cc2ccccc2cc1C(=O)c1ccccc1,0,19,.,0,.,.,.,7,.
O=C(Nc1cccc2ncccc12)c1cc(Br)ccc1Cl,-4,11,-5,-3,-1.3,0,0,4,8
Cc1ccc(S(=O)(=O)CCC(=O)NCCc2ccc(Cl)cc2)cc1,0,10,-4,-4,-0.1,8,-11,11,2
COC(=O)c1cccc2c1-c1ccccc1/C2=N/O,-4,-7,2,-10,-0.8,-12,11,14,84*
Cc1cccc(C)c1NS(=O)(=O)c1c(C)[nH]c(=O)[nH]c1=O,5,-4,3,0,0.1,7,-13,2,14
O=C1CCC/C=C\C[C@@H](CC(=O)N(CCO)Cc2ccccc2)C(=O)NCCO1,-8,7,1,-7,1.2,3,-9,8,7
COc1ccc(CNCc2cccc(C)c2)cc1,33,5,1,2,4.0,0,-7,2,-1
Cc1c(C)n(C)c2ccc(C(=O)NCCCN3CCN(c4ccccc4F)CC3)cc12,25,19,-3,17,0.2,-68,-13,-7,5
NC(=O)c1c(NC(=O)c2cccnc2Cl)sc2c1CCCC2,-2,-1,3,-4,4.9,-14,7,-14,4
O=c1[nH]c2cc(Br)cnc2nc1/C=C(\O)c1ccc(F)cc1,-9,-38,21,-21,8.9,2,-11,-11,17
CCOC(=O)C1=C(C)NC(C)=C(C(=O)OCC)C1C(=O)OCC(=O)c1ccc2c(c1)OCCO2,9,3,-2,4,0.4,5,2,-3,16
CS(=O)(=O)Cc1nc2ccccc2oc1=O,9,13,0,1,-0.6,4,12,3,30
CC(=O)Nc1ccc2[nH]ccc2c1,-1,-12,2,-5,0.5,0,-11,-2,-9
CCNC(=O)NC(=O)COC(=O)c1cccc(NS(=O)(=O)/C=C/c2ccccc2)c1,0,18,0,-13,3.0,-3,15,7,-3
CCCCn1nc(C(=O)N(CC)CC(=O)Nc2c(F)cccc2F)c2ccccc2c1=O,4,8,-3,-5,-1.0,1,-7,-1,4
N#Cc1ccc(-c2ccc(OCC(=O)NCCc3ccccc3)cc2)cc1,16,11,-4,-5,0.8,-12,12,26,4
COc1ccccc1NC(=O)c1ccc([N+](=O)[O-])o1,-10,-15,-3,.,0.5,9,17,.,40
CN(C)C(=O)c1ccc2c(c1)C1C3CCC(C3)C1C(c1ccccc1)N2 (configuration not stated),6,21,2,4,1.9,-18,-6,7,15
Cc1[nH]c2c(C)cccc2c1CC(=O)O,-2,3,-2,-9,0.1,12,8,-1,26
CC(C)c1ccc(S(=O)(=O)N2CCN(C(=O)c3cc(-c4ccccc4)n[nH]3)CC2)cc1,26,21,4,8,-0.2,-2,6,75*,23
Cc1n[nH]c(=O)nc1N/N=C/c1ccco1,4,4,4,-4,1.1,11,6,-17,-18
O=C(COc1cc(F)ccc1[N+](=O)[O-])NCC1CCCO1 (configuration not stated),4,-5,0,9,0.2,9,-10,-5,-1
CCCCN1C(=O)CC(Sc2ncccc2C(=O)O)C1=O (configuration not stated),-4,17,-5,3,0.5,4,-4,2,17
Cc1cccc(Nc2ncnc(N)c2[N+](=O)[O-])n1,-11,-11,-1,-6,0.1,2,-10,-4,38
CCN(c1ccccc1)S(=O)(=O)c1ccc(C(=O)Nc2cc(C)ccn2)cc1,2,-3,-2,-7,1.3,0,11,3,14
O=c1c2nnn(-c3ccccc3)c2ncn1C/C=C/c1ccccc1,-36,9,0,-1,1.4,1,14,-5,-10
O=C(NN=C1CCCC1)c1cc(Cl)cc(Cl)c1O,-5,3,-1,4,2.5,14,2,4,18
COc1ccc(N(CC(=O)Nc2ccc(S(=O)(=O)N3CCOCC3)cc2)S(=O)(=O)c2ccc(F)cc2)cc1,11,17,-3,3,0.5,-8,-2,10,-5
O=C(CN(C1CC1)S(=O)(=O)c1ccc(S(=O)(=O)N2CCCCCC2)cc1)Nc1ccccc1,9,1,-2,0,-0.2,6,-7,6,27
Cc1cc(C(=O)N2CCCC(C(=O)c3cccc(C(F)(F)F)c3)C2)nc(C)n1 (configuration not stated),2,-1,2,-4,-0.3,0,-9,-9,-17
CC(=O)NC(Cc1c[nH]c2ccccc12)C(=O)O (configuration not stated),12,12,-1,4,23,14,-9,5,21
NS(=O)(=O)c1ccc(CCNc2nc3c(-c4cccc(F)c4)nnn3c3ccccc23)cc1,4,-8,4,-12,2.4,17,22,-6,67*
CCCCOc1ccc(NC(=O)C(=O)NCCCn2ccnc2)cc1,23,-1,-1,-12,-1.0,54*,10,-14,-30
CSCCC(NC(=O)c1ccccc1Cl)C(=O)NCC(c1cccs1)N(C)C (configuration not stated),11,20,1,-1,0.7,0,4,-5,-7
COc1cccc(N2CC(O)Cn3c2nc2c3c(=O)[nH]c(=O)n2C)c1 (configuration not stated),30,11,-4,0,-0.8,8,0,-4,20
Cc1sc2nc(C3CC3)nc(NCCNS(C)(=O)=O)c2c1C,1,3,2,9,3.3,9,-14,-8,10
COc1ccc(NC(=S)NC23CC4CC(CC(C4)C2)C3)cc1OC,-12,19,2,0,1.4,-14,-24,5,19
CCCn1nc(C(=O)Nc2cc(C(=O)OC)ccc2C)c2ccccc2c1=O,31,10,0,6,0.3,9,8,4,22
O=C(COC(=O)/C=C/c1ccc(OC(F)F)cc1)Nc1ccc2[nH]c(=O)[nH]c2c1,-5,-3,-1,-3,-0.5,14,20,-6,-17
Cc1ccc(S(=O)(=O)C2(C(=O)N3CCN(c4ccccc4F)CC3)CC2)cc1,-14,11,1,4,1.4,-4,16,2,11
O=C(CCC(=O)N1CCN(c2ccc(Cl)c(Cl)c2)CC1)c1ccccc1,13,20,-2,-11,-0.5,9,5,4,29
CC(Sc1n[nH]c(N)n1)C(=O)Nc1cccc2ccccc12 (configuration not stated),14,6,-3,-10,2.4,25,12,4,-2

# More entries follow:
SMILES,Gli-Sufu antag,CCR6 antagonist,XBP1 UPR activ,CXCR6 inh,CHOP UPR activ,697 NFkB inh,Jurkat NFkB inh,EBI2 antag,Mdm2 MdmX PPI
O=C(COC(=O)c1cc(-c2ccco2)nc2ccccc12)NCc1ccc2c(c1)OCO2,-6,29,5,6,0.4,-6,-21,5,-38
CCc1sc(C(=O)NCc2cc(C)n(C)n2)cc1Br,8,6,-3,-7,0.4,-5,16,-7,-43
Cc1ccc(-n2nc3c(=O)n(CCCC(=O)NCCN4CCN(C)CC4)nc(C)c3c2C)cc1,-19,11,-9,3,0.5,11,18,-11,0
CCOC(=O)c1ccc(N2CN(CCc3ccccc3)CNC2=S)cc1,8,3,3,6,-1.0,3,8,-3,17
Clc1ccc(-c2nnsc2SCc2ccccc2)cc1,-37,22,3,11,2.0,-14,-10,24,-4
Cc1ccc(S(=O)(=O)N2CCCN(c3nccc(C(F)(F)F)n3)CC2)cc1,6,7,-1,-6,-0.7,1,-6,-7,20
Cc1c(C(=O)N2CCCC2)oc2ccc(Br)cc12,-8,6,-2,4,0.1,-18,-26,-17,-5
C=CCSc1nc2ccsc2c(=O)n1-c1cccnc1,2,6,0,-4,3.7,5,-11,-1,9
Cc1nn(C(=O)c2c(-c3ccccc3)noc2C)c(C)c1N=Nc1cc(C(F)(F)F)cc(C(F)(F)F)c1,8,25,4,2,1.0,16,-19,1,4
COc1ccc(NS(=O)(=O)c2cc(NC(=O)c3ccc(S(=O)(=O)N(C)C)cc3)ccc2N2CCOCC2)cc1,-12,5,-4,-4,3.2,-4,-14,9,26
CCOC(=O)Cn1nnc2c(sc3nc4c(c(-c5ccccc5)c32)CCC4)c1=O,16,18,2,10,-2.7,-15,-2,21,-8
CCc1ccc(OCc2nc(-c3ccccn3)no2)c(Br)c1,-87,10,-3,5,-1.5,-352,-112,-25,-8
COc1ccccc1N=Nc1c(C)n[nH]c1C,6,5,-2,4,-1.4,0,5,-2,-34
Nc1ccc(C(=O)N2CCN(S(=O)(=O)c3ccc(Cl)cc3)CC2)cc1[N+](=O)[O-],99*,7,-2,-2,-0.9,-24,1,-1,18
Cc1cccc(N2CCN(C(=O)NCc3ccc(Cl)cc3)CC2)c1,-3,1,-1,2,-2.9,6,3,36,22
Cc1ccc(CNC(=O)CCS(=O)(=O)c2ccc3c(c2)NC(=O)C(C)S3)cc1 (configuration not stated),-6,-1,-3,-1,1.6,5,-1,5,36
Cc1noc(C(=O)Nc2cccc(O)c2)c1Cl,-16,-1,0,0,6.2,-39,-19,-7,-14
COC(=O)C1CCN(C(=O)COC(=O)c2ccc(=O)n(Cc3ccccc3)n2)CC1,-3,13,-4,-12,0.2,11,1,1,-14
Cc1cccc(-c2noc(CN(C(=O)C34CC5CC(CC(C5)C3)C4)C(C)C)n2)c1,18,15,1,17,-1.9,17,-10,19,34
COc1cc2c(Cc3ccccc3)cncc2cc1O,7,12,.,-8,.,.,.,23,.
S=C(c1c[nH]c2ccccc12)N1CCOCC1,3,11,1,-1,0.0,9,10,-10,-2
Cc1cc2occ(CC(=O)N(C)CC(=O)Nc3ccc(F)cc3)c2cc1C,-13,8,-2,2,0.1,-8,14,-3,33
CCN(CC)Cc1c(C(=O)N/N=C/c2ccncc2)nnn1-c1nonc1N,7,4,-6,-6,-0.4,-16,-12,12,5
